# High-throughput results (PubChem)
# ARFGAP1 inh: inhibitors of rat ARFGAP1; inhibition, % at 16.5 µM; Arfgap1-stimulated ARF1 GTP hydrolysis, GDP FP detection; 0.26% of 360,000 active;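 active means inhibition above a per-plate limit, mean inhibition of low control wells plus 3 SD, cut at about 25% in these data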;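 further: 0% = DMSO wells with enzyme and 100% = wells lacking Arfgap1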
# Target sequence (Q62848 1-136 limits assumed): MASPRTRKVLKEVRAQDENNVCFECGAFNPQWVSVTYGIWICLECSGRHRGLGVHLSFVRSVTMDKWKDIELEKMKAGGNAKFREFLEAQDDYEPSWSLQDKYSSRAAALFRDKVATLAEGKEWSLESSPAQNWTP
#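 Material: truncated rat Arfgap1 GAP domain; Incubation: compound-enzyme preincubation 20 min, reaction 120 min, detection 60 min, 25 °C; Read-out: percent inhibition of Arfgap1-stimulated GTP hydrolysis; Technique: FP, GDP Alexa 633 tracer displaced from anti-GDP antibody, 620/688 nm; Controls: No-Arfgap1 wells (100%) versus DMSO full-reaction wells (0%); Replication: single well per compound.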
# PG9 binder: small molecules binding HIV-1 gp120 antibody PG9 | TR-FRET gp120-PG9 antibody binding | inhibition, % at 6.7 µM | 0.43% of 360,000 active | AID 624416; in the data active means inhibition above about 8.5%
# NPR1 activator: GC-A (human) enzyme activation; HEK293 GC-A cells, cGMP TR-FRET, EC30 ANP; 0% at EC30 ANP, 100% saturating ANP; activation, % at 10 µM; 0.14% of 370,000 active; AID 1671463; in the data active means activation above about 40%
# Rev-erbA mod: modulates human Rev-erb alpha binding to DNA. P20393. Rev-erbα–FITC-DNA binding, fluorescence polarization, 90 min. activity, % at 10 µM. 0.79% of 370,000 active. AID 1259318;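 active means activity above about 14%, limit read from the data; passing the limit was not always enough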;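 further: 0% = DMSO wells with 35 nM protein and 100% = DMSO wells with 750 nM protein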
# ASAP1 inh: inhibitors of human ASAP1 ArfGAP activity | 0.19% of 360,000 active | inhibition, % at 16.5 µM | Q9ULH1 | ASAP1-stimulated ARF1 GTP hydrolysis, GDP FP detection; in the data active means inhibition above about 25%;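 further: 0% = vehicle with enzyme and substrate and 100% = no enzyme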
# Target sequence (Q9ULH1 325-724 limits assumed): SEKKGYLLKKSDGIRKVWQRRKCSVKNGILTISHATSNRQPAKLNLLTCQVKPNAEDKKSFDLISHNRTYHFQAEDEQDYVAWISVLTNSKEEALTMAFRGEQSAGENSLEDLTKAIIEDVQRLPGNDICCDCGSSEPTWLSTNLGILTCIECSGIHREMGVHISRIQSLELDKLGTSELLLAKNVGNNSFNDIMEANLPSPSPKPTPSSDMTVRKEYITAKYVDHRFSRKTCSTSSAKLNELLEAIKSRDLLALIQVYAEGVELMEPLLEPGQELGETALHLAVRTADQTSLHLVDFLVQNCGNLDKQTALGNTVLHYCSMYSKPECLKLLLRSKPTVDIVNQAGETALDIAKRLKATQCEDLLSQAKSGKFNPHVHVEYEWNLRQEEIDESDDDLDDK
# GC-B act: GC-B (human) receptor activation | activation, % at 10 µM | 0.11% of 370,000 active | HEK293-GC-B cells, CNP EC30, cGMP TR-FRET; 0% at EC30 CNP, 100% saturating CNP | P20594;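 active means activation at 10 µM reaching about 35% in either raw or pattern-adjusted values, limit read from the data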
# HTRA1 inh: inhibitors of human serine peptidase HTRA1; Q92743; recombinant HTRA1, FP-rhodamine activity-based probe, fluorescence polarization; inhibition, % at 5.96 µM; 0.5% of 340,000 active; in the data active means inhibition above about 36%;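 further: 0% = enzyme with DMSO and 100% = wells lacking enzyme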
# Target sequence (Q92743 whole entry, looked up): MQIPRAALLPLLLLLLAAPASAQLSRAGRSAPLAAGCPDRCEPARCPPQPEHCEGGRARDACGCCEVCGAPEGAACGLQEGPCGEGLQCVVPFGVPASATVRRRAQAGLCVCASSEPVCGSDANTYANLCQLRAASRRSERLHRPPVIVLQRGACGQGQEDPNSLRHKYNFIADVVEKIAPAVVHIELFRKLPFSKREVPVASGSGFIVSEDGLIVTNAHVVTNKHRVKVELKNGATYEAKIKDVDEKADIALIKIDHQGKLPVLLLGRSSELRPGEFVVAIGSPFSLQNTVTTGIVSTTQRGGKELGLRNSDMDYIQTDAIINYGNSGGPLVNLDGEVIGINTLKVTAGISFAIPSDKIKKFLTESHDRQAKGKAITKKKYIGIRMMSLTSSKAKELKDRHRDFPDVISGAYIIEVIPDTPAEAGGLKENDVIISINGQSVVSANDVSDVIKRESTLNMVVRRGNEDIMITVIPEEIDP
# rCAG RNA binder: molecules binding r(CAG) RNA repeats. inhibition, % at 3 µM. AID 651821. 1.3% of 370,000 active. r(CAG) RNA repeat, TO-PRO-1 dye displacement fluorescence;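 active means inhibition above the plate cutoff, the mean of all test compounds on that plate plus 3 SD, cut at about 35% in these data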;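 further: 0% = DMSO alone and 100% = 100 µM mitoxantrone as full dye displacement; higher means more dye released from RNA so lower well fluorescence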
# mABHD4 FP: inhibitors of mouse ABHD4; purified mABHD4, FP-Rh probe fluorescence polarization; 0.54% of 370,000 active; AID 720543; Q8VD66; inhibition, % at 8.92 µM;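 active means inhibition exceeding the mean over every tested compound plus 3 SD, cut at about 30% in these data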;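 further: 0% = plate median of compound wells and 100% = S159A mutant with DMSO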
#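 assay system = mABHD4 protein | compound dosing = single nominal dose of 8.92 µM, 0.89% DMSO final | read-out basis = percent inhibition of probe binding, normalized to plate controls | schedule = Enzyme–compound pre-incubation 45 min, then probe 60 min, both 25 °C | detection = fluorescence polarization, excitation 525 nm, emission 598 nm, BODIPY TMR filters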
# SMARCA2 act: activators of SMARCA2 function. MG213 cells, MMTV-luciferase reporter, dexamethasone, overnight. AID 652017. 1% of 370,000 active. activation, % at 9.1 µM; in the data active means activation above about 7.8%;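 further: 0% = vehicle wells and 100% = reference activator wells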
# * marks the source's active call; other numbers are inactive results; · = no result given. Not a hit list; 4.4% or so of the library scored in one or more.
no.	molecule	NPR1 activator	ASAP1 inh	Rev-erbA mod	mABHD4 FP	GC-B act	ARFGAP1 inh	HTRA1 inh	rCAG RNA binder	SMARCA2 act	PG9 binder
1	O=C(CSc1nc2c(cnn2-c2cccc(Cl)c2)c(=O)[nH]1)NCCC1=CCCCC1	-3	-9	6	2	1	3	3	3	0	-2.0
2	CCC1CCCCN1C(=O)Cn1c(=O)n(CCCC(=O)NCc2ccco2)c(=O)c2sccc21 (configuration not stated)	0	-3	-4	-6	-7	12	-8	-2	-3	-0.5
3	C/C(=N\Nc1cc(C)nc(-c2ccccc2O)n1)c1ccccc1	-5	10	-5	-8	-3	2	-26	14	0	-2.1
4	C=CCC1(CC=C)CCCN1C(=O)C1CCC(=O)N(CCc2ccccc2)C1 (configuration not stated)	0	-4	3	0	0	-10	3	-12	0	-1.1
5	CC(C)C(c1nnnn1C1CCCCC1)N1CCc2ccccc2C1 (configuration not stated)	-2	-6	3	5	0	-6	0	-4	-2	0.3
6	Cc1cccc(NC(=S)NNC(=O)c2sccc2C)c1	4	0	1	-4	8	-8	1	6	3	-0.9
7	O=C(c1cc(-c2ccc(Cl)cc2)on1)N1CCc2ccccc2C1	7	-8	-3	1	4	11	-9	0	-2	2.1
8	Cc1ccc(NC(=S)N2CCC(c3ccccc3)C2)c(Cl)c1 (configuration not stated)	-1	8	3	-3	-2	1	-7	0	8.8*	0.4
9	O=C(Nc1ccc(N2CCCC2)cc1)c1cc(Br)ccc1Cl	1	22	3	12	3	32*	20	18	-2	3.5
10	Nc1nc(SCC(=O)Nc2ccccc2-c2ccccc2)n[nH]1	4	-3	1	-1	1	4	0	4	0	-0.1
11	CC(C)CN(C(=O)COC(=O)c1ccc(Cl)c(N)c1)c1c(N)n(Cc2ccccc2)c(=O)[nH]c1=O	-1	-15	1	-9	-16	2	-6	14	1	-0.7
12	CCSC1=NCCN1C(=O)c1ccc(S(=O)(=O)N(C)C)cc1	-2	7	2	-1	0	2	3	0	1	-1.9
13	CC1(C)c2[nH]c3ccccc3c2C[C@H]2C(=O)N(Cc3ccc(F)cc3)C(=O)N21	14	15	5	-12	11	5	-44	-2	-1	0.2
14	CCCC(=O)c1cc(F)c(N2CCOCC2)cc1C	2	7	-3	4	-1	-2	3	-7	-2	-1.4
15	CCCOc1ccc(N2C(=O)CC(NCc3ccncc3)C2=O)cc1 (configuration not stated)	2	-1	0	-7	5	14	1	10	-1	-0.5
16	CC(C)(C)c1ccc(OCC(=O)NCCN2CCCC2)cc1	0	2	-3	4	-3	7	0	-1	-1	-2.5
17	O=C(NCc1ccc2c(c1)OCO2)c1nnc(Cc2ccc(Cl)cc2)o1	-1	2	-9	1	-4	18	-1	-2	-2	-2.2
18	O=C(c1ccccc1-c1ncc[nH]1)N1CCCC(Nc2ccc(F)cc2)C1 (configuration not stated)	0	-19	11	-2	-2	-7	3	-2	-1	-2.4
19	CC(C)(C)C(=O)Nc1sc(-c2ccccc2)cc1C(=O)O	-2	-2	4	6	-8	-13	-4	18	2	1.6
20	Cc1cccc(C2CC(c3ccc(Cl)cc3)Nc3nc(N)nn32)c1 (configuration not stated)	-8	1	-5	-1	-4	-6	-6	1	-2	-0.4
21	CCOc1ccc(S(=O)(=O)N2CCCCC2)cc1NC(=O)Cc1cccs1	-2	4	-1	4	9	17	-1	7	-4	1.3
22	CCOc1ccccc1NCc1nnc(-c2ccccc2)o1	-4	-10	-2	-1	1	2	-5	-8	-1	-0.4
23	CCc1ccc(NC(=O)CCn2c(=O)oc3ccccc32)cc1	-1	5	-6	-3	1	-3	2	-5	1	1.1
24	COC(=O)[C@]12C[C@H](CC(=O)N3CCC(c4ccccc4)CC3)C(=O)N(Cc3ccc4c(c3)OCO4)C1=C[C@H](COCc1ccccc1)O[C@@H]2C	-3	1	0	-10	1	3	·	9	-1	-0.2
25	Cc1nc2c(OCc3ccc(OC(F)F)cc3)cccn2c1N(C)C(=O)CCC1CCCC1	-2	11	-2	-3	5	-5	·	0	-6	-0.4
26	Cc1ccc(-c2nnn(CC(=O)N(c3ccccc3)C(C(=O)NCC3CCCO3)c3ccc(F)cc3)n2)o1 (configuration not stated)	-3	-1	0	8	-1	-5	-4	-5	0	0.7
27	Cc1noc(C)c1NC(=O)Nc1cccc2c1O[C@H](CN(C)S(=O)(=O)c1ccccc1)[C@@H](C)CN([C@H](C)CO)C2=O	4	-8	4	11	2	-5	7	1	-3	1.8
28	COCCCNC(=O)CCc1ccc(S(=O)(=O)Nc2ccc(C)cc2)cc1	1	2	1	1	3	-3	-2	4	-3	-1.2
29	Cc1ccc(-n2nnnc2SCC(=O)N2Cc3ccccc3CC2C(=O)O)cc1 (configuration not stated)	0	-2	-2	12	0	7	-1	13	-5	-2.0
30	O=C(COc1ccc(Cl)cc1)c1ccc(O)cc1O	19	2	-3	-15	-1	-1	-4	1	7	-0.2
31	COc1ccc(NC(=O)Nc2nnc(Cc3ccc(OC)c(OC)c3)s2)cc1	1	-1	-7	5	4	15	-1	28	1	-0.5
32	CCC(Sc1nc(C)cc(C)n1)C(=O)Nc1ccc(S(N)(=O)=O)cc1 (configuration not stated)	-2	1	-5	1	0	7	-3	6	-3	-0.4
33	COc1cc(/C=C/C(=O)OCC(=O)Nc2ccc(NC(C)=O)cc2)cc(S(=O)(=O)N2CCc3ccccc32)c1OC	1	7	2	-26	0	8	-24	12	4	0.3
34	O=C(CNC(=O)c1ccc(Br)cc1)N/N=C/c1ccc[nH]1	1	-15	-7	-5	6	-6	0	1	0	0.0
35	COc1ccc(S(=O)(=O)NNC(=O)C2COc3ccccc3O2)cc1[N+](=O)[O-] (configuration not stated)	4	3	-5	7	0	7	-2	2	0	-0.1
36	CC(C)N(Cc1nnc(-c2ccccc2Br)o1)C(=O)c1cc(Cl)nc2ccccc12	-9	-5	-7	-5	-2	6	-10	1	-3	-0.8
37	CN(Cc1ccccc1)C(=O)c1cccc(NC(=O)Cc2ccc(NC(=O)C3CCN(C(=O)c4ccccc4)CC3)cc2)c1	-1	-10	4	-4	-3	-13	-14	10	1	-0.1
38	CCN(CC)Cc1c[nH]c2c(C(=O)OC)cccc12	0	0	-9	-2	-2	-11	-4	-1	1	-0.8
39	CCOC(=O)CN1C(=O)S/C(=C/c2ccc(O)c([N+](=O)[O-])c2)C1=O	-4	-7	-1	21	-1	0	7	22	-5	-4.3
40	CC(=O)Nc1ccc(S(=O)(=O)Nc2c(NC3CCCCC3)c3ccccc3oc2=O)cc1	0	1	-2	3	5	12	-6	2	5	-3.6

# One compound at a time, as listed above. Order of values: NPR1 activator | ASAP1 inh | Rev-erbA mod | mABHD4 FP | GC-B act | ARFGAP1 inh | HTRA1 inh | rCAG RNA binder | SMARCA2 act | PG9 binder
# Cc1ccc(-n2nnnc2SCC(=O)N2Cc3ccccc3CC2C(=O)O)cc1 (configuration not stated) in the list: 0 | -2 | -2 | 12 | 0 | 7 | -1 | 13 | -5 | -2.0
# CCOC(=O)CN1C(=O)S/C(=C/c2ccc(O)c([N+](=O)[O-])c2)C1=O in the list: -4 | -7 | -1 | 21 | -1 | 0 | 7 | 22 | -5 | -4.3

# (more compounds)
no.	molecule	NPR1 activator	ASAP1 inh	Rev-erbA mod	mABHD4 FP	GC-B act	ARFGAP1 inh	HTRA1 inh	rCAG RNA binder	SMARCA2 act	PG9 binder
41	Cc1ccc(NC(=O)OCc2ccccc2S(C)=O)cc1 (configuration not stated)	-5	1	1	-17	4	11	-1	-7	-1	-0.8
42	COc1ccc(NC(=O)c2ccco2)cc1NC(=O)c1ccc(C)cc1	-4	5	7	-1	5	-6	-1	1	1	2.5
43	Cc1cccc(C2c3[nH]c4ccccc4c3CCN2C(=O)c2cn(C)c3ccccc3c2=O)n1 (configuration not stated)	2	-3	6	3	0	1	-1	4	-1	-1.8
44	O=C(NCC1COCCO1)C1CCN(S(=O)(=O)c2ccccc2)CC1 (configuration not stated)	0	-7	-2	-2	1	5	4	2	-2	-2.7
45	COc1ccc(CC(=O)OCn2nnc3ccccc3c2=O)cc1OC	9	9	6	0	3	6	7	-5	4	1.9
46	COC(=O)C1=C(C)OC(N)=C(C#N)C1c1c(C)nn(C)c1C (configuration not stated)	-3	6	-7	5	3	6	2	-2	-1	-0.7
47	CC(C)Oc1ccc(C(CC(=O)O)NC(=O)c2cccs2)cc1 (configuration not stated)	2	8	7	5	4	1	-2	0	-2	-0.5
48	Cc1ccc(C(=O)c2cncc(Br)c2)cc1	0	3	5	11	-1	17	-1	-1	1	0.9
49	CC(=O)c1cccc(NC(=O)COC(=O)c2ccccc2C)c1	1	4	5	-1	0	6	0	-4	6	-0.8
50	CCSc1nc2sccc2c(=O)n1-c1ccccc1	0	6	1	-4	1	1	-13	6	3	-2.7
51	CCc1ccccc1NC(=O)c1sc2nc(C)cc(C)c2c1N	2	3	1	-2	-2	2	-8	0	0	0.7
52	CCc1nc2c(OCC(=O)C(C)(C)C)cccn2c1N(C=O)CC(=O)N(C)C	1	-1	-1	4	-2	16	·	1	-2	-1.2
53	FC(F)C(F)(F)c1cc(-c2ccc(Cl)cc2)n[nH]1	39	2	11	-12	-4	10	·	-2	-4	1.9
54	O=C(O)c1ccccc1CSc1nc2ccccc2o1	2	4	4	2	-4	5	-4	4	2	-0.9
55	Cn1nc(C(=O)NCc2ccccc2)cc1C(=O)NCc1ccccc1	3	10	-3	-12	3	19	-4	-6	-2	0.1
56	COc1cccc(-n2c(SCC(=O)NC(C)(C)C)nnc2-c2ccoc2C)c1	-24	-2	1	12	-20	8	-1	-9	-1	1.1
57	Cc1ccc(-c2nc3ccccc3s2)cc1NC(=S)NC(=O)/C=C/c1ccco1	0	-2	-5	-2	2	9	-23	13	-1	0.4
58	C=CCCN([C@H](CO)Cc1ccccc1)S(=O)(=O)c1ccccc1Br	-3	-8	3	-10	-6	-11	-7	3	0	-0.3
59	CCOC(=O)c1[nH]c2ccccc2c1NC(=S)Nc1ccccc1C	-3	4	-1	3	1	8	4	3	5	-11
60	Cc1ccc(NC(=S)N2CCn3cccc3C2c2cccnc2)cc1 (configuration not stated)	-1	4	-3	-1	0	9	0	2	-4	-2.0
61	CCC(NC(=O)CCc1ccccc1)c1ccccc1 (configuration not stated)	-2	2	-2	-7	7	2	-6	-4	-4	-1.8
62	O=C(Nc1cc(S(=O)(=O)N2CCOCC2)ccc1N1CCOCC1)c1cccc(S(=O)(=O)N2CCCCC2)c1	1	15	-8	-1	0	-1	4	5	3	-1.2
63	COc1cccc(C(=O)Nc2ccccc2C(=O)NCC2CCCO2)c1 (configuration not stated)	0	-9	-2	4	-5	10	4	-4	4	-0.5
64	C[C@H](CO)N1C[C@H](C)[C@@H](CN(C)Cc2ccc(Oc3ccccc3)cc2)Oc2ccc(NC(=O)Cn3cnnn3)cc2C1=O	-2	0	2	0	-5	-10	-15	3	4	-0.3

# Among those listed so far, two contain a nitro group on carbon.
no.	molecule	NPR1 activator	ASAP1 inh	Rev-erbA mod	mABHD4 FP	GC-B act	ARFGAP1 inh	HTRA1 inh	rCAG RNA binder	SMARCA2 act	PG9 binder
35	COc1ccc(S(=O)(=O)NNC(=O)C2COc3ccccc3O2)cc1[N+](=O)[O-] (configuration not stated)	4	3	-5	7	0	7	-2	2	0	-0.1
39	CCOC(=O)CN1C(=O)S/C(=C/c2ccc(O)c([N+](=O)[O-])c2)C1=O	-4	-7	-1	21	-1	0	7	22	-5	-4.3
